Giardia kill: Small Molecules that selectively kill Giardia lamblia: qHTS | Giardia lamblia trophozoite viability | activity change, % at 7.66 µM, hits read low | hit rate 0.15% among 340,000; in the data active = activity change below about -80%; inconclusive = between about -30% and that limit;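 note: parasites exposed to compound for two days anaerobically before the ATP read; % is set by controls: 0 for no effect and ±100 for the full control effect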
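Giardia trophozoites, 100 cells per well, were exposed to compounds for 48 hrs at 37 deg C under anaerobic conditions; viability was then read as ATP content by bioluminescence after 15-30 min at room temperature.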
MLL CXXC-DNA inh: qHTS Fluorescence Polarization Assay for Inhibitors of MLL CXXC domain - DNA interaction; AID 2662, 2010; MLL-CXXC / FITC-HOXA9 DNA fluorescence polarization; Histone-lysine N-methyltransferase 2A (Homo sapiens), Q03164; Potency, µM (series often up to 115 µM), for the others: at the highest dose activity change, negative = inhibition, usual class: inhibitors; hit rate 0.037% among 290,000; active = well fitted inhibition curve with a large enough effect in the polarisation, with a control signal flat, not every such curve was filed as active; inconclusive = small, poorly fitted or top-dose-only effect, or effect the other way, or a change in a side signal; inactive = no such curve, though single readings can be large or run the other way; the % refers to the polarisation; note: potency is the fitted concentration of half-maximal effect
Target sequence (Q03164 whole entry, looked up, the tested form may be a part): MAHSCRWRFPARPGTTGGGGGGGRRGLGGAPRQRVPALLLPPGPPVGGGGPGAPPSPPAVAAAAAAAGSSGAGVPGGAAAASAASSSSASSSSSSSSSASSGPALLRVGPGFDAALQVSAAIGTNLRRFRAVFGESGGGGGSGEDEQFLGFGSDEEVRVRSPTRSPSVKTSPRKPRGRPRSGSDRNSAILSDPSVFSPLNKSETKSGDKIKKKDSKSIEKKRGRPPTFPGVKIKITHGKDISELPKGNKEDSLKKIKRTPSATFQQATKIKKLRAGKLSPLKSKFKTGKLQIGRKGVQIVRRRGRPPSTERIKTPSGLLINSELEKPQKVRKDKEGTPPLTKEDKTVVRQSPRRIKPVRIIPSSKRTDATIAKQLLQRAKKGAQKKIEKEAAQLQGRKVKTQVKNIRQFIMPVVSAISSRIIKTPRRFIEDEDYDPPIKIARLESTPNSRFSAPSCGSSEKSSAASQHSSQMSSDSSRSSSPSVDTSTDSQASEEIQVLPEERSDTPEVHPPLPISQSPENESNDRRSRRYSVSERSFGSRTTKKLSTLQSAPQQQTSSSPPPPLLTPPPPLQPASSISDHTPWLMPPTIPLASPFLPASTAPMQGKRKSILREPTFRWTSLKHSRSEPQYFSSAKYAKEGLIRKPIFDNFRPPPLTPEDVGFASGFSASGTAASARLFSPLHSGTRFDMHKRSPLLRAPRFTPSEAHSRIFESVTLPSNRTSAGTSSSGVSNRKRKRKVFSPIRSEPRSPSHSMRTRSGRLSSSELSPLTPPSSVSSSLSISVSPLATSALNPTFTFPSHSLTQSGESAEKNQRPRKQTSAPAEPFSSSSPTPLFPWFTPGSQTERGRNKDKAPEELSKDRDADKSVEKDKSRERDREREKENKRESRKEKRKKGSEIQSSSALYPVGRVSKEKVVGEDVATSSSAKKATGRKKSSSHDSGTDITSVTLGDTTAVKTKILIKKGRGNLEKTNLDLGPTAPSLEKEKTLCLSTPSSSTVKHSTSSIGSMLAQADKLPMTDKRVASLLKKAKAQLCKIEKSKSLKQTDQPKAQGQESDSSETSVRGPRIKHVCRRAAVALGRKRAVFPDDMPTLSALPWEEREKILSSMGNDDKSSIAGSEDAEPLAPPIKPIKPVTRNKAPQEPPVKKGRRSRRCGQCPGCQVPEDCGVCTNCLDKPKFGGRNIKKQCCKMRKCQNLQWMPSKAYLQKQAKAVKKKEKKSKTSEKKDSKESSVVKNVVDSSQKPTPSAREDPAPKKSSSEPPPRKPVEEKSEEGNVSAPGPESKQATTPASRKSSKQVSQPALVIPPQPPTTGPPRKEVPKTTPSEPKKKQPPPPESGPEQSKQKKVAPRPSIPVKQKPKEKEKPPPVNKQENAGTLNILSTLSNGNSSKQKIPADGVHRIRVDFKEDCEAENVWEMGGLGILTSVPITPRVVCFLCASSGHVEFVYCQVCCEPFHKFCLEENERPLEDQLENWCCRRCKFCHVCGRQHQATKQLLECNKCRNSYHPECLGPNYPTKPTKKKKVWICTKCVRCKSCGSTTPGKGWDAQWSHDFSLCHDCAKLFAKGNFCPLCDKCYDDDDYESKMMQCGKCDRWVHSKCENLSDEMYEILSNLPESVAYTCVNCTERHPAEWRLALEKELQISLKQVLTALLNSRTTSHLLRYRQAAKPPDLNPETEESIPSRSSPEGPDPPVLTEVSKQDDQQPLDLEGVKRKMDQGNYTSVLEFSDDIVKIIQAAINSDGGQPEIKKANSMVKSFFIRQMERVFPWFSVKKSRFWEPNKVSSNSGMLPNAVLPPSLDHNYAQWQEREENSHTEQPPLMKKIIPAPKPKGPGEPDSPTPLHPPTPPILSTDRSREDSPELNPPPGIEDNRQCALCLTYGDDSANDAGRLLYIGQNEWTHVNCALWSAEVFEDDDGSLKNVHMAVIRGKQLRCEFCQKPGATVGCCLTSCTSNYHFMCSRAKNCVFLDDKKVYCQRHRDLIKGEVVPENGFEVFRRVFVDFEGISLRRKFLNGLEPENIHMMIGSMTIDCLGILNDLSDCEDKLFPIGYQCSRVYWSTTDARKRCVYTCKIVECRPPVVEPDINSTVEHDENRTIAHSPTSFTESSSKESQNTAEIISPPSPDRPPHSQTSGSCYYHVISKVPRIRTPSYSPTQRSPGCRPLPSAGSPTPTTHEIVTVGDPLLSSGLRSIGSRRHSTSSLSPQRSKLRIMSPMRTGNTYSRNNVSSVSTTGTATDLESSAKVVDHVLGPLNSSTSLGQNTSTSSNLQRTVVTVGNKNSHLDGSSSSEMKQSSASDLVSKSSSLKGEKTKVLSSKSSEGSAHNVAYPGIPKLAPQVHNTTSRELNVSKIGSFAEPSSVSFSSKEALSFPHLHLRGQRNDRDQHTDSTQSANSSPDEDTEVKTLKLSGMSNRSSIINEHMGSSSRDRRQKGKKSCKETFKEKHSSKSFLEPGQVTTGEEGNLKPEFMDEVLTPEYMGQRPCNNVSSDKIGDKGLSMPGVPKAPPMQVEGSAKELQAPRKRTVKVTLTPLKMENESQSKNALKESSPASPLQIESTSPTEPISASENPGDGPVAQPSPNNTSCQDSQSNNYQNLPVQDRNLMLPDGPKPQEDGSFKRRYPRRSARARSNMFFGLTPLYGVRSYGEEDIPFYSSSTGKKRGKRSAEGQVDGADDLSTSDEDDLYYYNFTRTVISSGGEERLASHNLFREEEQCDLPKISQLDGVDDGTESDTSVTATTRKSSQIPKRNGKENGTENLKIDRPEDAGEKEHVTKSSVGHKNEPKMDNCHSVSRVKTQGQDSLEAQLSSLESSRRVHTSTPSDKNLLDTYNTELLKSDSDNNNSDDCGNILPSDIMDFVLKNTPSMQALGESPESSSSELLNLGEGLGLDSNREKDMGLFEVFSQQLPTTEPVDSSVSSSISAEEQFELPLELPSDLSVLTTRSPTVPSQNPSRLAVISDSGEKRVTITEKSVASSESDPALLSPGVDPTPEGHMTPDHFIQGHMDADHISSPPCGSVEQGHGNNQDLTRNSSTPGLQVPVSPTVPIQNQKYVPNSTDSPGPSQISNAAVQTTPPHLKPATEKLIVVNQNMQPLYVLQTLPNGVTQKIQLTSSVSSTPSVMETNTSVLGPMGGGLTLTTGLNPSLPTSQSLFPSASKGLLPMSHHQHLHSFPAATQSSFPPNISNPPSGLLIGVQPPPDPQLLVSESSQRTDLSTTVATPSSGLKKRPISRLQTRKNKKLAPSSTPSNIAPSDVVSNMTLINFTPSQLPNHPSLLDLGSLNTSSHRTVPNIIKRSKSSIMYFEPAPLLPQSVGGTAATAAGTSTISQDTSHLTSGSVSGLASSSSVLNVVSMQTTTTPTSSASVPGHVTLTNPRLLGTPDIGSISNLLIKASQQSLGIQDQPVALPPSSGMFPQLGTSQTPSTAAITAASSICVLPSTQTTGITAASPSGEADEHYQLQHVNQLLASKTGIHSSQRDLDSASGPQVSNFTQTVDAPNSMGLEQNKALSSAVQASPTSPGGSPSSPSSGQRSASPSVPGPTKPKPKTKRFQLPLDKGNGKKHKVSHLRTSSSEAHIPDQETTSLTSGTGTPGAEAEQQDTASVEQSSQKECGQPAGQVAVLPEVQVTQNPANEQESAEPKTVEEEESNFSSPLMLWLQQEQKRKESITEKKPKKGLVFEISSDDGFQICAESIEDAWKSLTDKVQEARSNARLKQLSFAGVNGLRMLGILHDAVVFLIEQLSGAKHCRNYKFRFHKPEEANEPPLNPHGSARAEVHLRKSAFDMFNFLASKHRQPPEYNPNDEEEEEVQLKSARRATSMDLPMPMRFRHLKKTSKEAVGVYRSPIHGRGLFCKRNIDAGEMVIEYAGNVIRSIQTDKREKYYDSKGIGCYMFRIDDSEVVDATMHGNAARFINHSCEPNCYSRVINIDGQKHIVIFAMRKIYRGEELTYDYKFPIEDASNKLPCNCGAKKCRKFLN
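Purified MLL-CXXC (added from a 7 uM solution) was preincubated 5 min at ambient with pinned compounds in 50 mM Tris-HCl pH 7.5, 50 mM NaCl, 1 mM DTT, 0.05% BSA. Fluorescein-labeled HOX-A9 DNA (50 nM solution) followed, 30 min, then polarization read.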
Chronic BCR inh: qHTS Assay to Find Inhibitors of Chronic Active B-Cell Receptor Signaling; hit rate 0.05% among 340,000; AID 493014, 2011; ABC-DLBCL IkBa-CBG/CBR reporter, luminescence ratio, 4 h; Potency, µM (series often up to 46.1 µM), for inactives: top-dose ratio change, negative = lower green/red ratio, actives largely listed as inhibitors; active = well fitted inhibition curve with a large enough effect in the signal ratio, with a control signal flat, not every such curve was filed as active; inconclusive = small, poorly fitted or top-dose-only effect, or effect the other way, or a change in a side signal; the % refers to the signal ratio;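 note: potency is the fitted concentration of half-maximal effect; plate controls were basal doxycycline-induced cells for no effect and cells given 10 µM MG132 for full effect; MG132 reads +100%, hits lower the ratio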
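TMD8 human ABC-DLBCL cells with doxycycline-inducible IκBα–green luciferase fusion and unfused red luciferase, in 0.5% FBS medium; compounds up to 46 uM, 4 h at 37C. Green/red luminescence ratio, filter-overlap corrected, fitted to concentration-response curves.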
Coupling enz: qHTS Assay for Inhibitors of Fructose-1,6-bisphosphate Aldolase from Giardia Lamblia: Coupling assay counterscreen; activity change, negative = inhibition, % at 58.2 µM, hits read low; coupling enzyme system counterscreen, AmpLite Red fluorescence; hit rate 0.67% among 290,000; in the data active = activity change below about -30%; note: % is set by controls: 0 for no effect and ±100 for the full control effect
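Counterscreen lacking aldolase: glyceraldehyde-3-phosphate coupling-enzyme reagent preincubated 10 min at RT with compound (at 57.5 uM final), then substrate/coupling system with AmpLite Red added; fluorescence read at 525/598 nm after 20 min RT.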
GALK inhibitor: qHTS Assay for Inhibitors of Human Galactokinase (GALK); Potency, µM (titrated, usually from 57.5 µM), for inactives: at the highest dose activity change, negative = inhibition, actives largely listed as inhibitors; AID 1868, 2009; hit rate 0.007% among 270,000; Purified GALK, Kinase-Glo residual ATP luminescence; note: potency is the fitted concentration of half-maximal effect; % is set by controls: 0 for no effect and ±100 for the full control effect
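Quantitative HTS: GALK 5 nM, ATP 35 uM, galactose 100 uM, 1 h room temperature, then luciferase-based ATP detection.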
TSHR antagonist: Antagonists of the Thyroid Stimulating Hormone Receptor: HTS campaign; Thyrotropin receptor (Homo sapiens), P16473; TSHR-expressing cells, TSH-stimulated cAMP HTRF, 2 h; hits give low values; activity change, negative = inhibition, % at 11.5 µM; hit rate 0.2% among 330,000;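 active = activity change below a set negative limit, meaning inhibition stronger than a set level, cut at about -70% in these data; inconclusive = activity change between two set negative limits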; note: % is set by controls: 0 for no effect and ±100 for the full control effect
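Cell-based HTRF cAMP assay; TSHR cells + compound, TSH EC80 (4nM final), 2 h, 37 deg C. Lysis with anti-cAMP cryptate and cAMP-d2, 30 min RT, read 665/620 nm.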
A-T KAP1 phos: qHTS Assay for Identifying a Potential Treatment of Ataxia-Telangiectasia; […] A-T fibroblasts, KAP-1 phosphorylation AlphaLISA; neocarzinostatin DNA damage 30 min before lysis; Potency, µM (titrated, usually from 57.5 µM), for the others: at the top dose activation, hits mostly activators; hit rate 0.19% among 320,000; note: potency is the fitted concentration of half-maximal effect; % of control where 0% means no effect; nearly all actives have a fitted effect of over 45% in size
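hTERT-immortalized A-T patient fibroblasts ([…]), 500 cells/well in OPTI-MEM, 1% FBS, got compounds for 60 min, then NCS for 30 min at 37C. Lysates were then assayed for phospho-KAP-1 by AlphaLISA (anti-pKAP1 donor, anti-KAP1 acceptor beads), 6 hr at 25C.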
hERG WT inh: qHTS for Inhibitors of KCHN2 3.1: Wildtype qHTS | U2OS, BacMam KCNH2, thallium flux FluxOr; hits give low values | hit rate 0.37% among 340,000 | Voltage-gated inwardly rectifying potassium channel KCNH2 (Homo sapiens), Q12809 | AID 720551, 2013 | activity change, % at 1.84 µM;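 active = maximum activity change below -70%; inconclusive = maximum activity change between -70% and -50%; inactive = maximum activity change above -50%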; note: % is set by controls: 0 for no effect and ±100 for the full control effect
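U2OS cells transduced with wild-type KCNH2 virus are loaded with FluxOr dye for 45 min, and thallium flux is measured in kinetic reads before and after stimulation buffer. Rate constants are normalized to DMSO controls.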
Tb PFK block: qHTS Assay to Find Inhibitors of T. brucei phosphofructokinase | T. brucei PFK, ADP-Glo luminescence | hit rate 0.17% among 330,000 | ATP-dependent 6-phosphofructokinase (Trypanosoma brucei brucei), O15648 | Potency, µM (titrated, usually from 57.5 µM), for the others: top-dose activity, negative = inhibition, usual class: inhibitors;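 note: potency is the fitted concentration of half-maximal effect; 0% = uninhibited 1x PFK enzyme wells and -100% = no-enzyme wells; nearly all actives have a fitted effect of over 60% in size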
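Luminescent ADP detection (ADP-Glo, two-step: ATP depletion then ADP-to-ATP conversion for luciferase) reported PFK activity after 45 min room-temperature reaction of 1.25 nM enzyme with 0.5 mM F6P and 0.1 mM ATP at pH 8.0.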
TCR act: Activators of T cell receptors: qHTS campaign | primary human leukocytes, anti-CD3, IL-2 HTRF, 48 h | Potency, µM (highest dose often 9.22 µM), without a hit: at the top dose activation of IL-2 secretion, hits mostly activators | 330,000 tested, under 10 active; note: % of control where 0% means no effect
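Primary human leukocytes incubated 48 hr with anti-CD3 beads plus compound, without co-stimulation. Secreted IL-2 measured by HTRF (europium cryptate/d2 anti-IL-2 pair, 320 nm excitation, 665 nm emission).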
The depositor's hits bear a star; ? = inconclusive; . = not tested or not shown; [ ] = dose if it differs, or a comment. Unless noted, calls come from the whole dose curve; as a rule, active = well fitted curve in the direction sought with a large enough effect; inconclusive = small, poorly fitted or top-dose-only effect, or another doubt; inactive = no such curve, though single readings can be large; an effect the other way counts as inactive or inconclusive.

entry	smiles	Tb PFK block	MLL CXXC-DNA inh	A-T KAP1 phos	TCR act	Coupling enz
1	Nc1nnc(CC(=O)N/N=C\c2ccc(-c3cccc(Cl)c3)o2)s1	-6%	19%	-1%	8%	1
2	c1ccc(Nc2nc(N3CCOCC3)nc(N3CCOCC3)n2)cc1	-10%	1%	-9%	6%	-2
3	COc1ccc(S(=O)(=O)NC(CCSC)C(=O)NC2CCCCC2)cc1 (stereo not drawn)	-1%	-5%	-1%	10%	-3
4	CCOC(=O)N1CCN(C(=O)CN(c2ccc3c(c2)OCO3)S(C)(=O)=O)CC1	-10%	0%	-2%	9%	0
5	CCCNC(=S)Nc1c(C)n(C)n(-c2ccccc2)c1=O	2%	-2%	-1%	6%	1
6	N#CCC(=O)NNc1c([N+](=O)[O-])cc(C(F)(F)F)cc1[N+](=O)[O-]	-14%	-9%	-8%	-2%	9
7	COc1ccc(N2CCN(C(=O)CN3C(=O)COc4ccccc43)CC2)cc1	-1%	-3%	-7%	2%	2
8	CC(=O)Nc1ccc(NC(=O)c2ccc(NS(=O)(=O)c3cc(C(C)(C)C)ccc3C)cc2)cc1	-1%	-8%	-4%	2%	9

entry	Chronic BCR inh	Giardia kill	TSHR antagonist	GALK inhibitor	hERG WT inh
1	15%	12	-2	3%	5
2	?	-4	11	3%	3
3	2%	-6	-3	-1%	-1
4	?	-14	7	-4%	-21
5	0%	14	-5	-3%	-13
6	10%	-3	-24	17%	-6
7	12%	-4	1	0%	3
8	3%	6	6	0%	0

Additional structures:
entry	smiles	Tb PFK block	MLL CXXC-DNA inh	A-T KAP1 phos	TCR act	Coupling enz
9	CCOc1cc(C2NC(=O)NC2=O)ccc1O (stereo not drawn)	1%	2%	4%	-1%	0
10	O=C(c1nc[nH]c1C(=O)N1CCN(c2ccccc2)CC1)N1CCN(c2ccccc2)CC1	2%	.	11%	1%	.
11	CCC(C)(C(=O)NC1CCCCC1)N(CC1CCCO1)C(=O)CNC(=O)c1ccccc1 (stereo not drawn)	-5%	-11%	2%	5%	4
12	CC(SCc1ccccc1)C(=O)Nc1ccccc1Br (stereo not drawn)	1%	-2%	?	2%	-1
13	CCC/C(O)=C1\C(=O)CCCC1=NCCCCCC(=O)O	-2%	4%	0%	-2%	4
14	C[C@H](NC(=O)NCc1cccs1)C(=O)O	0%	10%	9%	.	6
15	CC(=O)Nc1cccc(-c2csc(NCc3ccccc3)n2)c1	1%	6%	6%	-17%	-1
16	Oc1ccc(/C=N/N2CCN(Cc3ccccc3)CC2)cc1	2%	-18%	-10%	.	0

entry	Chronic BCR inh	Giardia kill	TSHR antagonist	GALK inhibitor	hERG WT inh
9	-1%	-2	0	0%	-14
10	-2%	2	10	.	8
11	?	0	0	0%	-9
12	4%	-5	23	2%	-3
13	?	-8	-4	1%	1
14	4%	-7	1	2%	-9
15	?	-6	0	1%	-11
16	1%	0	-9	-1%	-8

The list continues:
entry	smiles	Tb PFK block	MLL CXXC-DNA inh	A-T KAP1 phos	TCR act	Coupling enz
17	CC1CCc2cc(F)ccc2N1S(=O)(=O)c1ccc(Cl)nc1 (stereo not drawn)	-4%	10%	8%	-3%[46.1 µM]	-4
18	O=[N+]([O-])c1ccc(/C=C/C2=NN(c3ccccc3)C(c3ccco3)C2)o1 (stereo not drawn)	-15%	?	-9%	14%	-1
19	O=C(Cc1c[nH]c2ccccc12)N1CCN(S(=O)(=O)c2cccc(Cl)c2Cl)CC1	-2%	.	.	-4%	.
20	COc1ccc(CC(=O)NNC2=Nc3cccc4cccc2c34)cc1OC	-3%	?	11%	3%	0
21	COc1ccc(C(C)=O)cc1COC(=O)c1ccc(C)c(S(=O)(=O)N2CCOCC2)c1	6%	.	-7%	5%	.
22	CN(C)C(=O)COC(=O)c1ccccc1Nc1ccc(SC(F)F)cc1	-2%	0%	7%	-7%[46.1 µM]	-1
23	Cc1ccc2c(c1)N(Cc1ccc([N+](=O)[O-])cc1)C=NS2(=O)=O	-6%	10%	-7%	2%	-1
24	COc1ccc(-c2csc(NC(=O)COC(=O)c3ccco3)n2)cc1	-1%	2%	2%	5%[46.1 µM]	-4

entry	Chronic BCR inh	Giardia kill	TSHR antagonist	GALK inhibitor	hERG WT inh
17	?	-20	25	0%	1
18	?	?	-1	-4%	-45
19	-2%	-6	15	.	-8
20	4%	1	-4	.	-4
21	-3%	-7	-12	.	1
22	?	-8	-5	-1%	24
23	-2%	-3	6	3%	14
24	-4%	3	-13	.	12

Part of the list above, showing only TSHR antagonist and Coupling enz.
no. | canonical_smiles | TSHR antagonist | Coupling enz
4 | CCOC(=O)N1CCN(C(=O)CN(c2ccc3c(c2)OCO3)S(C)(=O)=O)CC1 | 7 | 0
5 | CCCNC(=S)Nc1c(C)n(C)n(-c2ccccc2)c1=O | -5 | 1
6 | N#CCC(=O)NNc1c([N+](=O)[O-])cc(C(F)(F)F)cc1[N+](=O)[O-] | -24 | 9

Later entries
entry	smiles	Tb PFK block	MLL CXXC-DNA inh	A-T KAP1 phos	TCR act	Coupling enz
25	CCN(CC)S(=O)(=O)c1ccc(Cl)c(NC(=O)COc2ccc3c(C)cc(=O)oc3c2)c1	1%	-8%	-1%	3%[46.1 µM]	3
26	C=Cc1cccc(NC(=O)c2ccc(NC(=O)c3ccco3)cc2)c1	-10%	-7%	3%	-5%	0
27	O=C(c1ccccc1)N1CCN(C2CCCCCC2)CC1	-12%	12%	2%	-4%	1
28	COc1ccc(Cl)cc1C(=O)NNC(=O)c1nc2nc(C)cc(C)n2n1	2%	30%[activator]	-6%	6%	5
29	CCOCCn1c(=NC(=O)CSCC(=O)N2CCOCC2)sc2cc(OC)ccc21	0%	0%	0%	3%	.
30	CCCOc1ccc(CN(CCC#N)C(=S)NC(=O)c2ccccc2)cc1	2%	10%	3%	-1%[46.1 µM]	1
31	CCOc1cc(/C=N/NC(=O)CN2CCCCC2)ccc1O	2%	2%	4%	.	1
32	Cc1ccccc1NC(=O)C1CCN(C(=O)NC2CCCCC2)CC1	-1%	0%	8%	3%	3

entry	Chronic BCR inh	Giardia kill	TSHR antagonist	GALK inhibitor	hERG WT inh
25	2%	-11	1	0%	-16
26	-20%	2	-15	-6%	-8
27	7%	7	3	-2%	19
28	11%	-20	-7	-3%	-4
29	-8%	-17	-7	-1%	-11
30	?	-1	13	-4%	-10
31	0%	-8	11	-2%	-4
32	5%	-25	6	-2%	8

(cont.)
entry	smiles	Tb PFK block	MLL CXXC-DNA inh	A-T KAP1 phos	TCR act	Coupling enz
33	Cc1ccc(CN2CCNC(=O)C2CC(=O)N(C)C2CCOCC2)cc1 (stereo not drawn)	4%	?	-10%	-2%	-15
34	CSCC[C@H](NC(=O)OC(C)(C)C)C(=O)NCC1CCC(C(=O)O)CC1 (stereo partly drawn)	-4%	3%	-8%	9%	-5
35	COC(=O)C1=CN(C2CCCCC2)C=C(C(=O)OC)C1c1ccc2c(c1)OCO2	-1%	-2%	3%[11.5 µM]	2%	-2
36	CCOc1ccc2nc(N3CCC(C(=O)N4CCN(c5ccccn5)CC4)CC3)sc2c1	-11%	-4%	0%	-7%	-3
37	COc1ccc(N2CCN(CCOc3ccc4c(C)cc(=O)oc4c3)CC2)cc1	-4%	-5%	-15%	0%[46.1 µM]	1
38	CCN(CC(=O)Nc1ccc(OC)cc1)CC(=O)Nc1sc2c(c1C(=O)OC)CCCC2	0%	.	3%	.	.
39	O=C(CN1CCN(Cc2ccc(Cl)cc2)C1=O)NCc1cccs1	1%	3%	-3%	5%	-1
40	Nc1c(-c2ccccc2)cnn1-c1ccccc1	-19%	-4%	3%	0%	4
41	O=C(NCCCn1ccnc1)C(=O)NCC1OCCN1S(=O)(=O)c1ccc(F)cc1 (stereo not drawn)	-8%	8%	8%	5%	-3

entry	Chronic BCR inh	Giardia kill	TSHR antagonist	GALK inhibitor	hERG WT inh
33	2%	14	61	-6%	-2
34	8%	45[activator]	3	9%	3
35	12%	5	-14	0%	.
36	7%	?	-17	-2%	9
37	-8%	4	11	2%	-11
38	1%	-10	-7	.	-4
39	-1%	35[activator]	-1	-1%	7
40	?	-23	-7	.	-2
41	3%	-19	5	.	16

Compounds were not picked by outcome; 1.6% or so of the library scored in one or more.
